Bioassay records (PubChem BioAssay)
CFTR F508del cor – CFTR F508del correction in bronchial cells. activity (quench increase), % at 7.58 µM. AID 720511. CFBE cells, YFP halide quenching; stimulated with forskolin plus potentiator P3; % fluorescence drop versus neutral controls. actives 0.36% (n = 350,000);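 active means mean added fluorescence quench of at least 8% versus neutral control, with both replicates also reaching 8%; inconclusive means only one of the mean or replicate conditions met; inactive means mean below 8% and not both replicates reaching 8%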;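 further: cells transiently co-express mutant CFTR-F508del with the halide-sensitive YFP; corrector assay measuring rescue of mutant channel to the surface after 24 h compound exposure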
GSIS activator – primary screen for activators of insulin secretion dependent on glucose, INS-1E cells, GLuc reporter luminescence | INS-1E GLuc reporter insulin secretion, 2-3 h | activation, % at 16.6 µM | actives 0.61% (n = 370,000) | AID 743287;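 active means lowest replicate activation of at least 40%, so every replicate reaches that level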;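 further: 0% = median of neutral control wells and 100% = median of IBMX positive control wells; some compounds called inactive have numbers as strong as hits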
FN deposit inh – fibronectin deposition inhibition. AH1F fibroblasts, Alexa488-fibronectin deposition fluorescence, overnight. inhibition, % at 12.6 µM. actives 0.086% (n = 350,000). AID 743247;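 active means mean inhibition across replicates of 30% or more, regardless of how many single replicates reach that level; inconclusive means mean under 30% yet at least half of replicates reach 30%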;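 further: positive control wells lacked labelled fibronectin entirely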
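Assay system: AH1F fibroblasts / Quantity: 10000 cells per well / Medium: DMEM plus 2% serum, read in PBS / Reagent: labelled fibronectin 24 nM / Dosing: single dose, pinned / Times: 1 h cell attachment, overnight exposure to compound and label / Signal: fluorescence, ex 485 nm, em 525 nm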
DENV2 CPE – inhibitors of DENV2 cytopathic effect; CPE inhibition, % at 9.99 µM; AID 651640; DENV2-infected cells, cytopathic effect rescue, plate reader; actives 1.7% (n = 350,000); in the data active means CPE inhibition above about 20%, passing the limit was not always enough; inconclusive means no clear call, values can overlap the other calls; tested in BHK-21 cells;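 further: 0% = median of neutral control wells and 100% = median of positive control wells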
PAX8 inh HTS – lowers PAX8-driven luciferase in RMG-I cells; RMG-I TPO-luciferase reporter, SteadyGlo, 24 h; inhibition, % at 12.6 µM; actives 1.2% (n = 360,000);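 active means mean replicate inhibition at least 60% with every replicate also reaching 60%; inconclusive means only one of the two criteria is met; inactive means mean below 60% and not all replicates reaching 60%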;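 further: luciferase light reporting Pax8 driven TPO promoter activity; plate controls were median of neutral control wells for no effect and mitoxantrone controls for full effect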
EWS-Fli inh – blocks EWS/Fli oncoprotein-driven transcription; inhibition, % at 12.6 µM; actives 0.67% (n = 350,000); A673 NR0B1-luciferase reporter, viability-normalised;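 active means mean inhibition of at least 50% after viability correction, with every replicate also passing that limit; inconclusive means mean reaches 50% but only one of two replicates passes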;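 further: firefly luciferase signal divided by Alamar Blue viability fluorescence both relative to DMSO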
miR-122 sensor – miR-122 inhibition in Huh7 cells | Huh7 miR-122 Renilla luciferase sensor, 48 h; neutral wells = 0, positive control = 100 | activation (reporter increase), % at 12.5 µM | actives 0.3% (n = 340,000) | AID 602342;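 active means mean replicate activation score at least 90 and every replicate individually at or above 90; inconclusive means only one of the two criteria met; inactive means neither criterion met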;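 further: higher luciferase means less miR-122 activity so hits act as miR-122 inhibitors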
Active calls of the source: *; ? = inconclusive; . = no result given; & = joins results of further samples; [ ] = remark or other dose. Rows were taken by chance (roughly 3.9% active in at least one column).

Structure,CFTR F508del cor,GSIS activator,FN deposit inh,DENV2 CPE,PAX8 inh HTS,EWS-Fli inh,miR-122 sensor
COc1ccccc1CN(C)C[C@@H]1OCc2cnnn2CCCC(=O)N([C@H](C)CO)C[C@H]1C,-4.6&-4.8&-1.5,5&-1,-4&-10,?,-12&-6&-4,3&-2&5,3
COc1ccc(CN2C[C@H](O)COC[C@H]3O[C@@H](CC(=O)NCc4ccncn4)CC[C@@H]32)cc1,0.3,26,-2,6,4,0,-7[16.7 µM]
CCOC(=O)C1=C(c2ccccc2)N(C)C(=O)NC1c1ccc(O)c(OC)c1 (centres undefined),-2.4,19,.,10,.,-3,0
COC(=O)CNC(=O)C(C)NC(=O)OCc1ccccc1 (centres undefined),.,.,1,.,5,.,-20
COC(=O)c1cc(C(=O)N2CCN(c3cccc(Cl)c3)CC2)cc([N+](=O)[O-])c1,8.7*,-6,-8,1,57,51*,47
Cc1ccc(/C=C/C(=O)OCc2nc(N)nc(Nc3ccccc3C)n2)o1,-2.0,-22,2,1,14,0,.
O=C1CCCC(=O)N1c1ccc(O)cc1,-5.9,1,0,8,2,16,.
CCOC(=O)/C=c1\s/c(=C(\C#N)C(=O)NC)n(-c2ccccc2)c1=O,.,-5,0,.,-25,.,1
COCCn1c(SCC(=O)Nc2ccc(F)cc2)nc2c(oc3ccccc32)c1=O,.,8,-2,-2,14,8,.
CCOC(=O)C1=C(C)NC(C)=C(C(=O)OCC)C1c1cccc([N+](=O)[O-])c1,2.2,.,-2,?,13,2,.
CN(C)c1ccc(S(=O)(=O)N2CCCCC2)cc1NC(=O)CN1C(=O)NC(C)(c2ccccc2)C1=O (centres undefined),-1.4,-6,4,-6,9,-1,.
O=C(Nc1ccccc1)C1Cc2ccccc2CN1C(=O)c1ccco1 (centres undefined),.,-1,.,.,-86,.,-5
C[C@@H]1CN([C@H](C)CO)C(=O)c2cccc(NS(=O)(=O)c3ccccc3)c2O[C@@H]1CN(C)Cc1ccc(-c2ccccc2)cc1,-4.2,-8,.,-7,.,1,-7[16.7 µM]
COc1ccc(S(=O)(=O)N2CCCN(S(=O)(=O)c3ccc(OC)c(C)c3)CC2)cc1C,1.9,-7,.,9,.,9,-9
Cc1ccc(C(C)C)c(OCCCNCc2cccnc2)c1,2.9,-3,5,-1,1,7,.
O=C(NC1CCCC1)c1cc(-c2ccccc2Cl)on1,-0.2,-8,1,-5,-212,-70,2
Cc1ccc(NC(=O)CCc2ccc(C)o2)c(Br)c1,-6.8,2,2,2,-54,-30,5
CO[C@@H]1CN(C)C(=O)c2cc(NC(=O)Cc3ccccc3)ccc2OC[C@H](C)N(C(=O)c2ccccc2F)C[C@H]1C,-2.9,-12,-4,1,-7,-1,.
COc1ccc(NC(=O)CN(C)C(=O)c2ccc3c(c2)CC(c2ccccc2)OC3=O)cc1 (centres undefined),-0.5,3,-20,-1,-13,7,3
COc1ccc(S(=O)(=O)Nc2ccc3c(c2)C(=O)N([C@@H](C)CO)C[C@@H](C)[C@H](CN(C)C(=O)Nc2ccc4c(c2)OCO4)OCCCC[C@H](C)O3)cc1,-1.3,-10,2,-2,-6,-4,0[16.7 µM]
CC1Cc2ccccc2N1S(=O)(=O)c1ccc(Cl)nc1 (centres undefined),3.8,26,4,-3,2,9,-1
CCNC(=O)C1(C)CCCN(C(=O)c2ccnc(Cl)c2)C1 (centres undefined),0.5,1,4,15,.,-5,-1
O=C(O)c1ccc(COc2ccccc2C=C2C(=O)c3ccccc3C2=O)cc1,-2.2,9,3,-4,8,-2,.
COc1cc(NC(=O)c2cccnc2Sc2ccc(Cl)cc2)cc(OC)c1OC,.,-29,6,-2,-1,10,.
Cc1cccc(S(=O)(=O)N2CC[C@@H]3[C@@H](CO)Nc4ccc(C#Cc5cccnc5)cc4[C@@H]32)c1,0.8,-7,0,-5,.,2,.
N#CCc1ccc(NS(=O)(=O)c2ccc(C3CCCCC3)cc2)cc1,1.9,-46,6,-5,23,-14,182*
N#CC1(Nc2ccccc2)C(=O)Nc2ccccc21 (centres undefined),.,.,-1,.,9,.,-6
CCOc1cc(N2CCOCC2)c(OCC)cc1NC(=O)C1CC(=O)N(c2ccc(C)cc2)C1 (centres undefined),-1.3,.,-1,12,6,3,2
O=C(Nc1cccnc1)Nc1ccc(F)c(Cl)c1,.,-11,-7,.,.,.,0
CCn1c(=O)c2ccccc2n(CC(=O)NCCC2=CCCCC2)c1=O,-0.5,15,2,-2,6,-2,2

More results
Structure,CFTR F508del cor,GSIS activator,FN deposit inh,DENV2 CPE,PAX8 inh HTS,EWS-Fli inh,miR-122 sensor
COc1ccc(/C=C2\Sc3ccc(C(=O)NCc4cccnc4)cc3N(C)C2=O)cc1OC,-0.6,2,4,7,17,3,-6
C[C@H]1CN([C@@H](C)CO)C(=O)CCCn2cc(nn2)CO[C@@H]1CN(C)Cc1ccc2cccnc2c1,4.0,5,8,.,4,5,0[16.7 µM]
CC(C(=O)c1ccc(Br)cc1)[n+]1cccc2ccccc21 (centres undefined),0.7,.,-8,-1,35,25,3
COc1ccc2c3c(n(C)c2c1)[C@H](CO)N(Cc1ccccc1)CC31CCN(C(=O)Nc2cccc(F)c2)CC1,-0.9,-10,.,2,.,15,.
COc1ccc(S(=O)(=O)N(C)C[C@H]2OCCCC[C@H](C)Oc3ccc(NC(=O)c4ccccc4)cc3C(=O)N([C@@H](C)CO)C[C@H]2C)cc1,-1.4,1,.,6,1,4,2[16.7 µM]
C[C@@H]1CN([C@H](C)CO)C(=O)c2cc(-c3cccnc3)cnc2O[C@@H]1CN(C)C(=O)c1ccccc1F,1.6,4,.,2,.,-6,-3[16.7 µM]
C#Cc1ccc([C@@H]2C=C(C(=O)N3CCCCCCC3)O[C@H](OCC)[C@H]2CCCO)cc1,1.0,.,.,-2,-3,3,.
COc1ccc(S(=O)(=O)Nc2cccc3c2O[C@@H](CN(C)C(=O)NC2CCCCC2)[C@@H](C)CN([C@@H](C)CO)C3=O)cc1,-2.0,-5,1,-3,.,-5,-2[16.7 µM]
COc1ccc(CN(C)C[C@H]2Oc3c(NS(=O)(=O)c4ccc(F)cc4)cccc3C(=O)N([C@H](C)CO)C[C@H]2C)cc1,-1.9,0,.,-2,-8,5,-3[16.7 µM]
COC(=O)C1CCN(C(=O)/C=C/c2ccc3c(c2)OCO3)CC1,0.8,4,0,-6,-88,-37,-2
C[C@H]1CN([C@@H](C)CO)C(=O)c2cc(-c3cccc(F)c3)cnc2O[C@@H]1CN(C)CC1CCOCC1,1.1,10,.,-3,-7,-21,7[16.7 µM]
COCCCn1c(SCC(=O)Nc2ccc3c(c2)OCCO3)nnc1-c1ccoc1C,.,.,-3,.,-11,.,-5
CCCN(C)C[C@@H]1Oc2ncc(-c3cccc(C(F)(F)F)c3)cc2C(=O)N([C@H](C)CO)C[C@@H]1C,2.5,10,3,?,.,2,-5[16.7 µM]
CCOC(=O)N1CCC(NC(=O)c2cccc3c2C(=O)N(CCOC)C3)CC1,-2.3,.,2,62*,0,-15,-1
C[C@H](CO)N1C[C@H](C)[C@H](CN(C)C(=O)C2CCOCC2)Oc2ncc(-c3ccccc3)cc2C1=O,0.1,19,.,2,.,-2,-1[16.7 µM]
CCCCSc1nc2ccccc2[nH]1,-1.7,2,2,-1,-157,-95,0
COCCOC(=O)c1c(NC(=O)COC(=O)Cc2cccc(OC)c2)sc(C(N)=O)c1C,-0.7,-4,.,-1,1,.,1
CC(C)(C)c1cc(C(=O)NC2CC2)n(Cc2ccc(F)cc2)n1,2.0,-10,1,0,5,-7,-7
COc1ccc(CCC(C)NCc2cc(OC)cc(OC)c2)cc1 (centres undefined),0.8,-6,9,-2,-33,5,-2
COC(=O)c1sc(N2C(=O)c3oc4ccccc4c(=O)c3C2c2cccc(O)c2)nc1C (centres undefined),3.8,4,-4,6,7,-9,.
COCCNC(=O)[C@@H]1[C@@H](CO)[C@@H]2Cn3c(ccc(-c4ccccc4F)c3=O)[C@H]1N2S(C)(=O)=O,.,7,.,?,.,-3,.
C[C@H]1CN([C@@H](C)CO)S(=O)(=O)c2ccc(-c3ccc(C(=O)N(C)C)cc3)cc2O[C@@H]1CN(C)C,0.4,-1,0,3,.,5,-4[16.7 µM]
CC(=O)N(C)C[C@@H]1Oc2ncc(C3=CCCC3)cc2C(=O)N([C@H](C)CO)C[C@H]1C,-2.8,6,-4,-11,.,-5,-1[16.7 µM]
Cc1ccc2nc(-c3ccc4c(c3)NC(=O)CO4)cn2c1,-3.2,12,-2,6,-67,-117,.
O=C(NCc1ccccc1)C1CCN(S(=O)(=O)c2ccc(N3CCCC3=O)cc2)CC1,0.5,-12,-1,3,3,.,.
O=C(N[C@@H]1CC[C@H](CCNS(=O)(=O)c2ccc(F)cc2)O[C@@H]1CO)C1CCC1,-0.2,3,-1,-1,2,2,.
O=C1NC(O)(c2ccccc2)Oc2ccccc21 (centres undefined),-1.9,-16,15,3,-30,-1,.
Cc1ccc(C(=O)Nc2cccnc2Oc2ccc(Cl)cc2)cc1,-33,7,-6,0,0,3,-3
CCCc1nc2c(Cl)cc(C(F)(F)F)cn2c1Cc1ccc(OC)cc1C,-1.6,-14,0,-2,-1,2,.
COc1ccc(S(=O)(=O)NCCSC(C)(C)C)cc1,.,.,5,.,0,.,87

Next part
Structure,CFTR F508del cor,GSIS activator,FN deposit inh,DENV2 CPE,PAX8 inh HTS,EWS-Fli inh,miR-122 sensor
Cc1ccc(-c2ccc3c(c2)O[C@@H](CN(C)C(=O)NC(C)C)[C@H](C)CN([C@H](C)CO)S3(=O)=O)cc1,-2.7,-26,.,-9,13,15,21[16.7 µM]
CCN(CC)C(=O)CSc1nnc(-c2ccc(S(=O)(=O)N3CCCC3)cc2)o1,.,.,5,.,4,.,10
COc1cc2c(cc1OC)C(c1cc3cccc(C)c3[nH]c1=O)N(C(=O)c1ccco1)CC2 (centres undefined),3.7,-5,2,-2,1,3,1
CC(C)N1CCC(=NNC(=O)c2cccs2)CC1,-1.9,9,9,9,-5,.,5

Compound profiles, as listed above. Order of values: CFTR F508del cor	GSIS activator	FN deposit inh	DENV2 CPE	PAX8 inh HTS	EWS-Fli inh	miR-122 sensor
COCCNC(=O)[C@@H]1[C@@H](CO)[C@@H]2Cn3c(ccc(-c4ccccc4F)c3=O)[C@H]1N2S(C)(=O)=O is listed as .	7	.	?	.	-3	.
C[C@H]1CN([C@@H](C)CO)C(=O)c2cc(-c3cccc(F)c3)cnc2O[C@@H]1CN(C)CC1CCOCC1 is listed as 1.1	10	.	-3	-7	-21	7[16.7 µM]
O=C(N[C@@H]1CC[C@H](CCNS(=O)(=O)c2ccc(F)cc2)O[C@@H]1CO)C1CCC1 is listed as -0.2	3	-1	-1	2	2	.
CC(C)(C)c1cc(C(=O)NC2CC2)n(Cc2ccc(F)cc2)n1 is listed as 2.0	-10	1	0	5	-7	-7
Cc1ccc(NC(=O)CCc2ccc(C)o2)c(Br)c1 is listed as -6.8	2	2	2	-54	-30	5
